Screening data (PubChem BioAssay)
GDH-TPI counter – GDH-TPI coupling enzyme inhibitors, primary screen, artefact control for M. tuberculosis FBA inhibitor project, biochemical, absorbance, full deck. GDH-TPI coupled enzyme counterscreen, NADH absorbance. AID 588335, 2011. actives 1.2% (n = 360,000). inhibition, % at 4.8 µM; in the data active = inhibition above about 30%;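 also: 0% = DMSO wells and 100% = wells lacking the enzyme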
UGM FP inh – M. tuberculosis UGM enzyme inhibitors, primary screen, biochemical, fluorescence polarization, single point; actives 0.06% (n = 320,000); UDP-galactopyranose mutase (Mycobacterium tuberculosis (strain ATCC 25618 / H37Rv)), …; purified UGM, fluorescence polarization probe displacement; AID 504406, 2011; inhibition, % at 10 µM; in the data active = inhibition above about 10%, passing the limit was not always enough; inconclusive = no clear call, values can overlap the other calls
Target sequence (P9WIQ1 whole entry, looked up): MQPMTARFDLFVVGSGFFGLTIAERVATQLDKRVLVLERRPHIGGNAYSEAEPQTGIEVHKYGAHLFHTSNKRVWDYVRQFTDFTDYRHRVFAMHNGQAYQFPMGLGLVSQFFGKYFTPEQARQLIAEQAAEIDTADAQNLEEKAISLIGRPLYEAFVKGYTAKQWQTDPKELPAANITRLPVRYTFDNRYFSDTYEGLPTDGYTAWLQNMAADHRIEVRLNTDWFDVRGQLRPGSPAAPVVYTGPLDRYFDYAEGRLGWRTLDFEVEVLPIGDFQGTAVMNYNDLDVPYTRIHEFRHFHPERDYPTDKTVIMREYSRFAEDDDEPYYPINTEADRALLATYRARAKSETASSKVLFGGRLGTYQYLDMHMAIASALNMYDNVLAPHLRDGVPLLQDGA
PfHsp40 yeast – rescue of yeast from PfHsp40 toxicity, primary screen, S. cerevisiae, ATP luminescence; actives 0.68% (n = 340,000); growth rescue, % at 12.5 µM; S. cerevisiae expressing PfHsp40, growth rescue; in the data active = growth rescue above about 28%, passing the limit was not always enough; inconclusive = no clear call, values can overlap the other calls;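 also: yeast W303a lacking pdr1 and pdr3 grown in galactose medium; growth measured after three days at 30 °C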
FadD28 binding – inhibitors of FadD28 bisubstrate probe binding, primary screen, biochemical, fluorescence polarization, single point; Mycobacterium tuberculosis FadD28 fatty-acid-AMP ligase; inhibition, % at 12.5 µM; actives 0.22% (n = 360,000); AID 588549, 2011; in the data active = inhibition above about 8.5%, passing the limit was not always enough; inconclusive = no clear call, values can overlap the other calls
Mtb BioA inh – M. tuberculosis BioA enzyme inhibitors, primary screen, biochemical, plate reader, single point, HTS. 7,8-diaminopelargonic acid synthase BioA (Mycobacterium tuberculosis). purified M. tuberculosis BioA enzyme. inhibition, % at 9.99 µM. actives 0.096% (n = 360,000); in the data active = inhibition above about 40%; inconclusive = no clear call, values can overlap the other calls
TcdB GH inh – TcdB glycohydrolase inhibitors, primary screen, biochemical, single point, plate reader; TcdB glycohydrolase enzymatic assay; actives 0.24% (n = 350,000); inhibition, % at 9.99 µM; in the data active = inhibition above about 10%
Y pestis TopoI – Yersinia pestis topoisomerase I inhibitors, primary screen, biochemical, cleavage product accumulation, plate reader, single point; DNA topoisomerase I (Yersinia pestis CO92); actives 0.064% (n = 360,000); activity, % at 10 µM; AID 504884, 2011; Y. pestis Topo-I cleavage product accumulation; in the data active = activity above about 50%, passing the limit was not always enough; inconclusive = no clear call, values can overlap the other calls; also: inactives centre near 2
FBA Mtb inh – Mtb FBA enzyme inhibitors, primary screen, biochemical, fluorescence, strain H37Rv; inhibition, % at 1 µM; purified M. tuberculosis FBA, fluorescence read-out; AID 588726, 2011; actives 2.3% (n = 360,000); Fructose-bisphosphate aldolase (Mycobacterium tuberculosis (strain ATCC 25618 / H37Rv)), …; in the data active = inhibition above about 27%;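 also: 0% = vehicle and 100% = reference inhibitor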
Target sequence (P9WQA3 whole entry, looked up): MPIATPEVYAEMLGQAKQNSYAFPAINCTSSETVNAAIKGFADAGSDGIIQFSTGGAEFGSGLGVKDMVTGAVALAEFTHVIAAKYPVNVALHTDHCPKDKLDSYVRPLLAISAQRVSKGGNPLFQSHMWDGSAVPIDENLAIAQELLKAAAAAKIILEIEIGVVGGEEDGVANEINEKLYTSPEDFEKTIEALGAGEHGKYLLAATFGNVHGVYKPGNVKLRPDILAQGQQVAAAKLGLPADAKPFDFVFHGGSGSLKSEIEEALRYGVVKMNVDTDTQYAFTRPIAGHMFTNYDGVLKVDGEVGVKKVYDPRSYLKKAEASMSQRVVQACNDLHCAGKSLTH
Vc quorum ag – inducers of Vibrio cholerae quorum light production without autoinducers, primary screen, BH1578 luxS cqsA deficient, single point; V. cholerae BH1578 lux reporter, luminescence, 6 h; activation, % at 18.7 µM; actives 0.16% (n = 350,000); AID 588436, 2011; in the data active = activation mostly above about 9.7%, no sharp cut-off; inconclusive = no clear call, values can overlap the other calls; inactive = mostly below about 3.7%; also: not every result past the cut was called active; inactives centre near 0; reference of the scale not given here
An asterisk follows results filed as active; i = inactive; ? = inconclusive; . = not tested or not shown; + = active, no number; & = joins results of further samples. Compounds were not picked by outcome. Share with any hit: about 4.6%.

item	Compound	Vc quorum ag	Y pestis TopoI	TcdB GH inh	Mtb BioA inh	GDH-TPI counter	PfHsp40 yeast	FadD28 binding	UGM FP inh	FBA Mtb inh
1	CC1(OC(=O)CCc2ccccc2)C(=O)C=C2C=C(c3ccc(C#N)cc3)N(C(CO)CO)C=C2C1=O (configuration not stated)	0.8	5	-0.8	-1.3	-3	-1.3	.	1.5	-1
2	COc1ccc(NC(=S)NNc2ccc(C(=O)O)cc2)cc1	-0.4	9	-0.7	-5.6	7	0.2	1.8	0.2	-3
3	COc1ccc(C(=O)N(C)CC(=O)Nc2cccc(F)c2)cc1S(=O)(=O)NC1CCCC1	-2.8	1	2.6	.	-7	-0.7	-16	-0.2	-1
4	CCCC[C@@H]1CNCCN1CC1(c2ccccc2)CC1	i	-4	0.2	-2.2	9	-0.8	0.3	0.4	0
5	CC(=O)c1ccc(OCCOc2ccc(Cl)c3cccnc23)cc1	-0.3	-7	2.2	.	3	0.0	-0.7	0.1	0
6	C#CCNC(=O)C1=C[C@@H](c2ccc(C(F)(F)F)cc2)C[C@@H](OCCCCO)O1	0.6	5	0.1&-0.2	0.9	9	-0.6	-2.2	4.4	7
7	O=S(=O)(c1ccc2c(c1)OCCO2)N1CCCN(S(=O)(=O)c2c(F)cccc2F)CC1	-0.4	36	-0.1	-1.1	2	1.2	-5.8	0.5	-2
8	O=C(CN1C(=O)/C(=C\c2cccc(Br)c2)Oc2ccccc21)NCC1CCCO1 (configuration not stated)	i	7	0.4	-1.2	3	1.1	0.4	0.2	5
9	COc1ccc(C)cc1N1C(=N)/C(=C2/Nc3ccccc3S2)C(c2ccccc2)C1=O (configuration not stated)	-3.4	-2	0.9	-1.1	10	-1.4	-1.2	-0.9	1
10	CCCCOc1ccc(N(CC(=O)NC(C)C)C(=O)CCC(=O)Nc2ccccn2)cc1	-0.7	13	-0.1	.	-6	0.3	-0.2	-0.8	0
11	CCN1CCN(C(=O)COc2ccc3oc4c(c3c2)CCCC4)CC1	i	6	-7.8	2.5	-2	-1.4	-3.0	-1.6	1
12	CCOC(=O)c1ccc(N2C(=O)C3C(/C=C/c4ccccc4)OC4(C(=O)c5ccccc5C4=O)C3C2=O)cc1 (configuration not stated)	-0.4	2	1.4	.	3	-2.1	0.5	3.3	-4
13	S=C1NC2(CCCC2)N=C1c1ccccc1	-0.7	2	1.2	.	18	1.2	-3.8	8.0	-1
14	CCN(CC1CCCO1)C(=O)c1cc(COc2ccccc2SC)on1 (configuration not stated)	i	27	1.7	1.4	-1	-1.3	-1.9	-0.7	0
15	c1ccc(-n2c(Cc3cccnc3)nc3cnccc32)cc1	3.1	8	.	11	9	-1.6	-2.2	-0.2	3
16	COc1cc([N+](=O)[O-])cc(/C=N/NC(=O)c2cc(-c3ccccc3)nc3ccccc23)c1O	-0.3	1	-0.3	-1.5	17	?	-1.6	0.3	4
17	CC(C)OCCCN1CN(S(=O)(=O)c2cccc(Cl)c2)c2nc3ccccc3nc21	-5.9	1	.	-0.5	17	-0.7	-2.8	-1.2	26
18	CCCn1c(=S)[nH]c2cc(C(=O)N3CCN(c4ccc(F)cc4)CC3)ccc2c1=O	i	-5	0.4	-1.8	1	.	-2.0	.	-1
19	CCCCn1c(N)c(N(CCOC)C(=O)COC(=O)COc2cccc(C(C)=O)c2)c(=O)[nH]c1=O	-0.7	-5	0.7	.	-4	-1.3	-3.6	-3.8	0
20	O=C(NC(=S)Nc1cccc2c(O)cccc12)c1cccc(Br)c1	-0.4	-1	-0.7	-0.4	6	6.5	-0.5	1.1	2
21	CSc1ccccc1NC(=O)CCn1c(=O)oc2ccccc21	0.0	2	0.3	-1.2	5	1.5	.	0.3	2
22	CC(=NNC(=O)c1ccncc1)c1cccc(Cl)c1	i	7	-5.2	-0.2	1	0.0	-1.4	.	-1
23	COc1cc(O)c2c(c1)OC(c1ccc(O)cc1)CC2=O (configuration not stated)	-0.5	14	0.6	1.3	12	0.7	-0.5	6.2	1
24	O=C(c1ccc(NS(=O)(=O)/C=C/c2ccccc2)cc1)N1CCCCC1	-1.2	5	-9.2	-0.2	-2	-0.2	-0.9	2.1	-1
25	CCCCNC(=O)c1onc(CCl)c1C(=O)OC	i	0	0.2	-0.4	3	0.5	-1.7	0.4	-2
26	CCN1/C(=C\C=C\C2=[N+](CC)c3ccccc3C2(C)C)C(C)(C)c2ccccc21	-4.3	1	.	-247	4	121*	-14	5.2	-3
27	CC(=O)c1ccc(NC(=O)CSc2cn[nH]n2)cc1	-2.8	0	0.6	2.6	0	-0.5	-2.6	-2.9	-1
28	O=C(O)CSc1nnc(Cn2nnc3ccccc32)n1CCc1ccccc1	-0.1	-8	.	.	5	-0.4	-0.9	0.5	-2
29	CCOC(=O)NC(=O)/C(C#N)=C\Nc1ccc(Cl)cc1Cl	-0.3	15	-0.8	.	4	2.7	-1.1	0.1	2
30	COc1ccccc1N=Nc1ccc(N)c(C)c1	i	3	1.9	0.2	6	-0.9	.	3.0	-9

The listing continues:
item	Compound	Vc quorum ag	Y pestis TopoI	TcdB GH inh	Mtb BioA inh	GDH-TPI counter	PfHsp40 yeast	FadD28 binding	UGM FP inh	FBA Mtb inh
31	CCCCN(C(=O)c1ccc(-c2ccc(Cl)cc2)o1)c1c(N)n(CCC)c(=O)[nH]c1=O	i	4	0.6	-4.9	15	-0.4	-0.8	-0.1	2
32	O=[N+]([O-])c1ccc(N2CCOCC2)cc1NC(c1ccccc1)c1ccccc1	-0.1	13	.	.	6	0.6	-1.1	-1.9	1
33	CCC(CC)C(=O)N1c2ccc(F)cc2CCC1C (configuration not stated)	-4.5	4	.	-1.5	7	0.4	1.3	-2.4	0
34	CN(C)c1ccc(/C=N/NC(=O)CCCCCNC(=O)c2ccccc2)cc1	-0.4	19	0.4	.	58*	0.6	-1.7	-1.1	17
35	CC(C)C[C@H]1CNC(=S)N1CC1CCN(CC2CCC(C(C)(C)C)CC2)CC1 (some centres not stated)	-1.1	4	1.4	-1.1	2	0.3	-3.0	.	0
36	CN(C)c1ccc(NC(=O)c2cccc(N3C(=O)C4C5C=CC(C5)C4C3=O)c2)cc1 (configuration not stated)	i	0	.	0.2	14	0.1	-1.1	-0.3	2
37	CCN(CC(=O)NCc1cccs1)C(=O)c1ccc(NS(=O)(=O)c2cccc([N+](=O)[O-])c2)cc1	i	7	2.2	1.5	4	-1.4	0.0	0.0	0
38	Clc1cccc(Oc2ncc(CN3CCOCC3)s2)c1	i	-2	.	1.7	4	1.2	-2.7	2.9	2
39	CCc1ccc(NC(=O)CSc2nnc(-c3cccs3)n2CC)cc1	-0.8	7	.	0.1	4	0.1	-0.1	-0.1	8
40	COc1ccc(CNC(=O)COc2ccc(F)cc2)cc1	-0.3	0	1.6	-0.7	5	-1.2	-3.8	1.2	-3
41	CCCCCC[n+]1ccccc1/C=C/c1ccc(N(C)C)cc1	0.1	17	0.9	-2.9	5	.	-2.8	.	-18
42	CCCCNC(=O)C1CCN(S(=O)(=O)c2ccc3c(c2)CC(C)N3C(=O)C2CC2)CC1 (configuration not stated)	-0.2	1	0.9	0.6	-3	-0.3	1.3	3.0	2
43	CSc1ccccc1C(=O)Nc1ccc2c(c1)OCO2	-2.4	-3	1.0	-1.6	-1	-0.2	-2.1	0.3	3
44	Cc1cc(=O)oc2cc(OCC(=O)OCC(=O)N(CCC#N)c3ccccc3)ccc12	i	4	-3.2	.	8	0.9	-0.1	-2.0	15
45	O=C(CSc1ccc(-c2ccccc2)nn1)N1CCCCC1	2.3	5	3.0	0.6	-8	-0.7	-4.0	1.7	6
46	O=C(NCC(c1ccc(F)cc1)N1CCOCC1)c1ccc(-c2ccccc2)cc1 (configuration not stated)	i	6	-0.6	11	10	1.5	1.1	-0.5	0
47	COc1ccc(S(=O)(=O)n2ccc(-c3cnc(-c4ccccc4)s3)n2)cc1	-0.4	-3	.	-2.6	18	2.2	-2.0	0.0	2
48	CC(C)[C@H](NS(=O)(=O)c1ccccc1)C(=O)OCC(=O)Nc1ccccc1Sc1ccccc1	-0.3	30	.	0.0	4	1.8	-3.3	-0.6	-1
49	CCc1nc2ccc(C(=O)Nc3ccc(OC)c(OC)c3)cn2c1N(C)Cc1ccc(OC)cc1	i	14	-0.2	-1.1	13	.	0.7	.	-4
50	Fc1cccc(Cl)c1CSc1ccc2nnc(-c3ccccn3)n2n1	0.0	-9	-2.3	.	7	0.3	-0.6	2.4	2
51	O=C(c1ccc2c(c1)OCO2)N1CCN(S(=O)(=O)c2ccccc2)CC1	i	11	0.9	0.1	-2	0.1	-3.8	1.0	-1
52	COc1ccc(-c2ccc3c(c2)S(=O)(=O)c2cccc(C(=O)N4CCN(c5c(Cl)cncc5Cl)CC4)c2C3=O)cc1OC	i	8	2.4	-0.9	11	0.0	-1.7	-0.6	-2
53	Cc1nc2nc(C)c(NS(=O)(=O)c3ccc(C4CCCCC4)cc3)c(=O)n2[nH]1	-0.1	13	0.3	0.5	1	-0.5	1.9	-0.8	1
54	Nc1nc2ccc(-c3nc4ccccc4o3)cc2s1	-0.1	-3	.	-1.2	41*	6.4	-5.3	0.1	+
55	Cc1oc(C(=O)Nc2ccc(C(=O)O)cc2)cc1COc1ccccc1	i	9	.	0.8	13	0.6	-3.4	-0.2	-4
56	CCOC(=O)c1ccc(NC(=O)C2C3CCC(C3)C2C(=O)O)cc1 (configuration not stated)	i	-3	.	-1.8	4	0.0	-0.3	2.7	-3
57	O=C(NCc1nc2ccccc2[nH]1)C1=C[C@H](c2ccc3c(c2)OCO3)C[C@H](OCCCCO)O1	-0.3	19	0.5&0.9	0.0&-1.3	8	-1.1	-6.4	3.9	4
58	CC(C)CCN(N=O)[C@@H](Cc1ccccc1)CN(N=O)[C@@H](Cc1ccccc1)CN(C)N=O	-0.2	49	-0.9	-0.8	9	0.7	-0.6	0.7	1
59	CC1CCN(C(=O)/C(=C/c2ccccc2Cl)c2ccccc2)CC1	-7.7	13	.	-1.4	-6	-0.6	-3.2	1.4	-14
60	CCN(C(=O)CSc1nc(C)c(C)c(C)n1)C1CCS(=O)(=O)C1 (configuration not stated)	-7.1	0	2.1	0.5	15	-0.3	-0.3	-2.0	0
61	Cc1cc(NC(=O)CCC(=O)N(CC(C)C)C(C(=O)NC(C)(C)C)c2ccccc2Cl)no1 (configuration not stated)	-0.5	18	1.1	-1.0	1	0.4	0.1	-3.0	2
62	Cc1cccc(CNC(=O)CCc2nnc(C3CCCCC3)o2)c1	i	4	0.9	-0.1	3	-0.8	-0.3	2.7	0
63	O=C(CN1C(=O)COc2ccc(Cl)cc21)Nc1ccc(N2CCOCC2)cc1	i	-6	0.9	-0.6	5	-1.6	-1.3	3.6	4

Compounds above with a nitro group on carbon, in the order listed:
item	Compound	Vc quorum ag	Y pestis TopoI	TcdB GH inh	Mtb BioA inh	GDH-TPI counter	PfHsp40 yeast	FadD28 binding	UGM FP inh	FBA Mtb inh
16	COc1cc([N+](=O)[O-])cc(/C=N/NC(=O)c2cc(-c3ccccc3)nc3ccccc23)c1O	-0.3	1	-0.3	-1.5	17	?	-1.6	0.3	4
32	O=[N+]([O-])c1ccc(N2CCOCC2)cc1NC(c1ccccc1)c1ccccc1	-0.1	13	.	.	6	0.6	-1.1	-1.9	1
37	CCN(CC(=O)NCc1cccs1)C(=O)c1ccc(NS(=O)(=O)c2cccc([N+](=O)[O-])c2)cc1	i	7	2.2	1.5	4	-1.4	0.0	0.0	0
